POLB inh – blocks human DNA polymerase beta activity; 1.3% of 340,000 active; AID 485314; Pol beta primer extension/strand displacement, fluorescence kinetic; Potency, µM (doses to about 114 µM), inactives show at the top dose activity change, negative = inhibition, hits mostly inhibitors; P06746; also: potency is read from the fitted curve at half-maximal effect; % is scaled to controls: 0 for no effect and ±100 for the full control effect
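Reaction started by 50 nM substrate onto compound-treated Pol beta (10 nM, 15 min preincubation, room temperature); plates read at 0 min and 10 min. Normalized concentration-effect data fitted by four-parameter Hill equation.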
Anesthetic bind – binds horse apoferritin like a general anesthetic; P02791; apoferritin/1-aminoanthracene competitive binding, fluorescence; Potency, µM (titrated, usually from 77.5 µM), without a hit: top-dose activity change, negative = displacement, usual class: inhibitors; 0.074% of 350,000 active; also: potency is read from the fitted curve at half-maximal effect; % is scaled to controls: 0 for no effect and ±100 for the full control effect; nearly all actives have a fitted effect of over 20% in size
Target sequence (P02791 2-175 limits assumed): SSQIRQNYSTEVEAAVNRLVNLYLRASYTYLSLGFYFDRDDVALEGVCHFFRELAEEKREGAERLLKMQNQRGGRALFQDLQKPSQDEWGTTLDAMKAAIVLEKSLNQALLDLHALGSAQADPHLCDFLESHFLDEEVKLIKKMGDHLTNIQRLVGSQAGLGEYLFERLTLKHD
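In PBS, apoferritin at 10 uM is loaded with 1-AMA from a 50% saturated solution. After 10 min of compound exposure at ambient temperature, reduced 535 nm fluorescence indicates probe displacement.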
Pol iota inh – blocks human DNA polymerase iota activity; 1% of 390,000 active; Q9UNA4; Pol iota fluorescent replication assay, 10 min; AID 588590; Potency, µM (top dose mostly 115 µM), for the others: top-dose activity, negative = inhibition, hits mostly inhibitors; also: potency is read from the fitted curve at half-maximal effect
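Fluorescent replication assay read twice, at 0 min and 10 min after adding 50 nM (final) substrate. Enzyme (10 nM) and compounds were first incubated 15 min at room temperature; enzyme-free buffer wells were negative controls.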
APE1 inh – APE1 (human) endonuclease inhibition | P27695 | recombinant APE1, TAMRA/BHQ-2 abasic DNA cleavage fluorescence | Potency, µM (top dose mostly 65.8 µM), for inactives: at the highest dose activity change, negative = inhibition, hits mostly inhibitors | 0.35% of 350,000 active | AID 2517;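 also: potency is read from the fitted curve at half-maximal effect; plate controls were vehicle for no effect and reference inhibitor for full effect; nearly all actives have a fitted effect of over 55% in size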
Target sequence (P27695 whole entry, looked up): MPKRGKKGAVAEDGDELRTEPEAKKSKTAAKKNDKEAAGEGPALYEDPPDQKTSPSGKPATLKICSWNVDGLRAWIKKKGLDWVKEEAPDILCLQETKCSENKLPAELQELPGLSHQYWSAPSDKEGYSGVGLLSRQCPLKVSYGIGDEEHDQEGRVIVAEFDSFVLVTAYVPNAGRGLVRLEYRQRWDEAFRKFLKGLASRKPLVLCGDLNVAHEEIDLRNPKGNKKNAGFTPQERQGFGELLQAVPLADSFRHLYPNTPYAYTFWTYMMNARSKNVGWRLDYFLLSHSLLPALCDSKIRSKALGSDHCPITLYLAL
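APE1 at 0.75 nM final was preincubated with compound 15 min at room temperature, then 50 nM double-stranded THF abasic-site substrate (5'-TAMRA/3'-BHQ-2) was added. Fluorescence (ex 525/em 598 nm) was read kinetically; third-minus-first read gave activity.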
POLK inh – inhibitors of human DNA polymerase kappa. 0.53% of 400,000 active. purified Pol kappa, fluorescent DNA synthesis assay, 10 min. Potency, µM (highest dose often 107 µM), for inactives: top-dose activity, negative = inhibition, hits mostly inhibitors; also: potency is read from the fitted curve at half-maximal effect; % is scaled to controls: 0 for no effect and ±100 for the full control effect
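Pol kappa 10 nM + cpd, 15 min RT; start w/ substrate 50 nM final; fluorescence kinetic read, 0 and 10 min. Neg ctrl: buffer, no enzyme.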
12-LOX inh – ALOX12 (human) lipoxygenase inhibition. P18054. purified 12hLO, xylenol orange hydroperoxide absorbance. Potency, µM (series often up to 108 µM), inactives show at the top dose activity change, negative = inhibition, actives largely listed as inhibitors. 1.1% of 580,000 active. AID 1671190; also: potency is read from the fitted curve at half-maximal effect; % is scaled to controls: 0 for no effect and ±100 for the full control effect
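Hydroperoxide product was detected by ferrous iron/xylenol orange as the 573 to 405 nm absorbance ratio. Arachidonic acid at 40 uM (final) was turned over for 30 min at room temperature by 150 nM human 12hLO, pH 7.0 Hepes buffer, after 15 min compound preincubation.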
ERG-DNA inh – inhibitors of human ERG Ets domain-DNA interaction; 0.028% of 370,000 active; AID 624246; P11308; fluorescence polarization, His-ERG Ets domain / labelled DNA; Potency, µM (highest dose often 76.9 µM), for the others: at the top dose FP activity, negative = inhibition, hits mostly inhibitors; active = well fitted inhibition curve with a large enough effect in the polarisation, with a control signal flat; inconclusive = small, poorly fitted or top-dose-only effect, or effect the other way, or a change in a side signal; inactive = no such curve, though single readings can be large or run the other way; the % refers to the polarisation;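 also: polarization taken with two DNA probes labelled with fluorescein and Texas red; potency is read from the fitted curve at half-maximal effect; % of control where 0% means no effect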
Target sequence (P11308 whole entry, looked up, the tested form may be a part): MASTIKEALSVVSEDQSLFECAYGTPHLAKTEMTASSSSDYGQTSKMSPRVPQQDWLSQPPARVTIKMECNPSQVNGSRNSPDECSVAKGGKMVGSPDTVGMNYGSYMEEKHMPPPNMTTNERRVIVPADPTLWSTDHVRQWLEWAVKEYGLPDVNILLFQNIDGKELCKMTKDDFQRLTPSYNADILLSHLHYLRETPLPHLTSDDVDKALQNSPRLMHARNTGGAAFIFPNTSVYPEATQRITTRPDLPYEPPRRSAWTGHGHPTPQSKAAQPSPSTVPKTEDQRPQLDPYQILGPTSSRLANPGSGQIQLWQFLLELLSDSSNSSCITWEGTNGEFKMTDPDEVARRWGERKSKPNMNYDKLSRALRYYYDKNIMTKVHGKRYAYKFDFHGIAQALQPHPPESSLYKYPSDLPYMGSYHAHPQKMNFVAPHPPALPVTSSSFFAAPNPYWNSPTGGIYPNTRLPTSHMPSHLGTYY
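His-tagged ERG Ets domain (1 uM in the protein solution; 300mM KCl, 50mM Tris-HCl, 1mM EDTA, 1mM DTT, pH 7.5) received compound, then a probe mix of 5 nM fluorescein-DNA and 100nM Texas-615-DNA. Fluorescence polarization was read for both dyes.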
BLM inh – inhibitors of human Bloom syndrome helicase BLM. P54132. recombinant BLM DNA unwinding, fluorescence dequenching. Potency, µM (doses to about 56.1 µM), for the others: top-dose activity change, negative = inhibition, hits mostly inhibitors. 0.2% of 350,000 active. AID 2528;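 also: potency is read from the fitted curve at half-maximal effect; plate controls were vehicle for no effect and no enzyme for full effect; nearly all actives have a fitted effect of over 35% in size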
TRHR ag – agonists of human TRH receptor | P34981 | TRHR cells, calcium flux fluo-8, FDSS agonist mode | activation, % at 2 µM | 0.18% of 360,000 active | AID 493084; in the data active = activation above about 30%; also: 0% is about no effect
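Agonist-mode FDSS calcium read (Ex 480/Em 530, 1 s cycles) in 1536-well TRHR cells with fluo-8 dye, after 10-cycle baseline and 23 nL compound addition; TRH at EC20 (10 nM final) added afterwards for the enhancer phase.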
An asterisk follows results filed as active; i = inactive; ? = inconclusive; · = not tested or not shown; & = joins results of further samples; [ ] = dose if it differs, or a comment. Unless noted, calls follow the shape of the dose curve; as a rule, active = well fitted curve in the direction sought with a large enough effect; inconclusive = small, poorly fitted or top-dose-only effect, or another doubt; inactive = no such curve, though single readings can be large; an effect the other way counts as inactive or inconclusive.

nr	Compound	APE1 inh	BLM inh	Anesthetic bind	12-LOX inh	ERG-DNA inh	POLB inh	Pol iota inh	POLK inh	TRHR ag
1	O=C(O)/C=C/C(=O)Nc1ccc(SC(F)(F)F)cc1	6%	-5%	?	-15%	-9%	14%	5%	-6%	-0.6
2	CC(CCc1ccccc1)NS(=O)(=O)c1ccccc1F (stereo not drawn)	14%	-4%	-12%	?	-4%	0%	6%	-14%	2.4
3	O=S(=O)(c1ccc2ccccc2c1)N1CCN(S(=O)(=O)c2c(F)cccc2F)CC1	12%	·	·	-6%	·	·	26%	1%	-1.4
4	COc1ccc(NS(=O)(=O)c2cccc(NC(=O)CCC(=O)c3cccs3)c2)cc1	-1%	-3%	8%	-3%	-26%	1%	10%	-15%	-0.4
5	CC(=O)Nc1ccc(Nc2cc(C)nc3c(-c4ccc(Cl)cc4)cnn23)cc1	-2%	-6%	220%[activator]	41%&15%	9%	17%	16%	-5%	0.5
6	CC(C)Oc1cc(NC(=O)CS(=O)CC(=O)N(C)C)c(Cl)cc1Cl (stereo not drawn)	1%	-3%	-4%	-25%	0%	15%	19%	1%	0.0
7	O=C(CCC(=O)c1cccs1)NCC(=O)Nc1ccc(F)c(F)c1F	5%	-2%	-6%	-11%	5%	-7%	4%	-7%	0.2
8	CCOC(=O)C1=C(C)N=c2sc(=C(C)C)c(=O)n2C1c1ccc(N(C)C)cc1 (stereo not drawn)	·	·	·	-14%	3%	·	-4%	-5%	·
9	CC1CCN(S(=O)(=O)c2ccc3c(c2)N(CC(=O)NCCN2C(C)CCCC2C)C(=O)CS3)CC1 (stereo not drawn)	-12%	2%	-9%	-1%	-4%	44%[activator]	5%	6%	0.9
10	COc1ccc(S(=O)(=O)N2CCC(Cc3ccccc3)CC2)cc1C(N)=O	-7%	-2%	-3%	17%	6%	-11%	0%	13%	-0.2
11	CC(C)c1cc(N2CCOCC2)n2ncc(-c3ccccc3)c2n1	?	-4%	2%	0%	-21%	1%	127%[activator]	-3%	0.2
12	Cc1nc2cc(-n3ccc(=O)cc3)ccc2n1-c1ccccc1	21%	-7%	-9%	-3%	·	1%	2%	-4%	0.1
13	COC(=O)C1=C(C)NC(C)=C(C(=O)OC)C1c1cc2cc(C)ccc2[nH]c1=O	0%	-1%	-9%	-16%	-7%	?	12%	-23%	0.7
14	OCC(O)C1OC(Nc2ccc(Cl)cc2)C(O)C1O (stereo not drawn)	0%	1%	-6%	1%	1%	13%	50%[activator]	-11%	-0.5
15	CCC(Oc1ccc(F)cc1)C(=O)Nc1c(C(=O)c2ccc(C)cc2)oc2ccccc12 (stereo not drawn)	·	-7%	-3%	-28%	0%	37%	18%	5%	-0.4

Some of the entries above, set out differently.
Results follow in this order: APE1 inh, BLM inh, Anesthetic bind, 12-LOX inh, ERG-DNA inh, POLB inh, Pol iota inh, POLK inh, TRHR ag
9. CC1CCN(S(=O)(=O)c2ccc3c(c2)N(CC(=O)NCCN2C(C)CCCC2C)C(=O)CS3)CC1 (stereo not drawn)
  -12%, 2%, -9%, -1%, -4%, 44%[activator], 5%, 6%, 0.9
10. COc1ccc(S(=O)(=O)N2CCC(Cc3ccccc3)CC2)cc1C(N)=O
  -7%, -2%, -3%, 17%, 6%, -11%, 0%, 13%, -0.2

Continuation.
nr	Compound	APE1 inh	BLM inh	Anesthetic bind	12-LOX inh	ERG-DNA inh	POLB inh	Pol iota inh	POLK inh	TRHR ag
16	O=c1c(Cl)c(N2CCCCC2)cnn1-c1nc2ccccc2[nH]1	2%	-1%	-10%	-8%	0%	-5%	12%	-9%	-0.7
17	COc1ccc(-c2nc(CN3CCC(C(=O)NC4CC4)CC3)c(C)o2)cc1OC	41%	4%	-7%	-6%	-7%	0%	7%	2%	0.0
18	O=C(CNC(=O)c1ccco1)N/N=C/c1ccc(C(=O)O)cc1	70%	-2%	-1%	-3%	-1%	-2%	20%	8%	-1.5
19	O=C(O)c1cc(O)ccc1NC(=O)C(c1ccccc1)c1ccccc1	-12%	-1%	-7%	9%	11%	20%	-11%	0%	0.9
20	O=C(c1cccc(C(F)(F)F)c1)N1CCN(S(=O)(=O)c2ccc(Cl)s2)CC1	9%	-7%	-18%	i	-4%	-1%	12%	-3%	-0.2
21	CC1C(=NO)C(C)C(c2ccccc2)NC1c1ccccc1 (stereo not drawn)	-7%	-3%	?	-9%	-6%	2%	10%	0%	-1.0
22	O=C1CS/C(=N/N=C/c2ccc(OS(=O)(=O)c3ccccc3)cc2)N1	-9%	-3%	-10%	7%	1%	15%	98%[activator]	-14%	-0.2
23	Cc1cc(NC(=O)Nc2nnc(N(C)Cc3ccccc3)s2)ccc1Br	·	-8%	30%[activator]	?	0%	-7%	6%	-14%	0.2
24	COC(=O)c1ccc(S(=O)(=O)NCc2ccco2)n1C	-5%	0%	-11%	30%	-4%	-25%	35%[activator]	3%	-0.1
25	CSc1ccccc1C(=O)Nc1ncn[nH]1	17%	-6%	-2%	11µM*	11%	1%	-9%	8%	1.0
26	CCc1ccccc1N1C(=O)N(C)c2ccccc2S1(=O)=O	·	0%	-6%	-18%	-1%	0%	5%	-3%[60.1 µM]	-0.3
27	O=C(NC1CCCC1)C(c1cccnc1)N(Cc1ccc(F)cc1)C(=O)c1csnn1 (stereo not drawn)	10%	-2%	-8%	10%	-2%	41%	29%	-9%	-1.0
28	Cc1ccc2c(c1)N(C(=O)CCC(=O)NCCN1CCOCC1)CCO2	37%	3%	-4%	19%	9%	12%	11%	14%	-0.6
29	Cc1ccc(NC(=O)CSc2nnc3c(n2)[nH]c2ccccc23)cc1	5%	-5%	-9%	12%	4%	11%	26%	-6%	0.5
30	CC(=O)c1ccc(NC(=S)N2CCN(C(=S)Nc3ccc(C(C)=O)cc3)C(C)C2)cc1 (stereo not drawn)	-3%	-4%	-2%	-5%	0%	0%	35%	-16%	-5.9

Only Anesthetic bind, ERG-DNA inh and Pol iota inh, for some of the entries so far:
cpd | Structure | Anesthetic bind | ERG-DNA inh | Pol iota inh
28 | Cc1ccc2c(c1)N(C(=O)CCC(=O)NCCN1CCOCC1)CCO2 | -4% | 9% | 11%
17 | COc1ccc(-c2nc(CN3CCC(C(=O)NC4CC4)CC3)c(C)o2)cc1OC | -7% | -7% | 7%
26 | CCc1ccccc1N1C(=O)N(C)c2ccccc2S1(=O)=O | -6% | -1% | 5%
23 | Cc1cc(NC(=O)Nc2nnc(N(C)Cc3ccccc3)s2)ccc1Br | 30%[activator] | 0% | 6%
24 | COC(=O)c1ccc(S(=O)(=O)NCc2ccco2)n1C | -11% | -4% | 35%[activator]

More entries
nr	Compound	APE1 inh	BLM inh	Anesthetic bind	12-LOX inh	ERG-DNA inh	POLB inh	Pol iota inh	POLK inh	TRHR ag
31	O=C(COc1cc(F)ccc1[N+](=O)[O-])NCCN1C(=O)CSC1=O	27%	·	·	-4%	-4%	·	8%	-5%	·
32	COc1ccccc1CNC(=O)C1CCCN(S(=O)(=O)c2ccc3c(c2)oc(=O)n3C)C1 (stereo not drawn)	·	-1%	-5%	-21%	-5%	0%	49%[activator]	-5%	-0.6
33	CCN(CC)CCCNC(=O)c1cn(CC)c2ccc(S(=O)(=O)N3CCC(C)CC3)cc2c1=O	·	3%	2%	-18%	-6%	6%	-12%	11%	-0.4
34	COC(=O)C1=C(C)N(Cc2ccccc2)C(=O)N[C@H]1c1cccc(C(F)(F)F)c1	-3%[12.4 µM]	-6%[12.4 µM]	-17%	0%	-7%	-3%	-22%	-3%	0.6
35	CC(C)(C)OC(=O)NCCCC[C@H](NC(=O)c1[nH]cnc1C(=O)Nc1ccc(CNC(=O)OC(C)(C)C)cc1)C(=O)OC(C)(C)C	?	-17%	?	-3%	-1%	-6%	20%	0%	1.3
36	Cc1cc(C)c(C#N)c(SCC(=O)Nc2ccccc2C#N)n1	·	-1%	113%[activator]	0%	-2%	-2%	?	-7%[60.1 µM]	-0.5
37	COc1cccc(N(CC(=O)NCc2cccnc2)S(C)(=O)=O)c1	-1%	-4%	-2%	-22%	3%	28%	20%	-2%	-0.9
38	COc1ccc2c(c1)OC[C@H]1[C@H]2N2C(=O)CN(C)C(=O)[C@@]2(C)[C@H]1c1ccccc1	?	·	·	-19%	0%	·	-14%	4%	-0.1
39	CSc1ccc(/C=C(\C(=O)O)c2ccc(S(=O)(=O)N3CCCCC3)s2)cc1	?	-3%	8%	?	-2%	?	?	-26%	0.0
40	CCOC(=O)CCCCN(Cc1ccccc1F)S(=O)(=O)c1ccc(F)c(C(=O)Nc2cc(Cl)cc(Cl)c2)c1	·	-9%	-8%	-1%	-1%	-2%	10%	-17%[60.1 µM]	5.4
41	COCCNC(=S)N(CCc1c(C)[nH]c2ccccc12)Cc1cccnc1	41%[activator]	1%	3%	4%	-35%	0%	129%[activator]	3%	-0.6
42	Cc1ccc2nc(SCC(=O)NC3CCS(=O)(=O)C3)[nH]c2c1 (stereo not drawn)	9%	·	·	-11%	0%	·	0%	-8%	·
43	O=C(Nc1ccc(NC(=S)NC(=O)c2cccs2)cc1)c1ccco1	-9%	?	-23%	?	-2%	?	35µM*	?	0.2
44	COc1ccc(N=C2SC(C(=O)Nc3ccc(C(=O)O)cc3)CC(=O)N2Cc2cccs2)cc1 (stereo not drawn)	0%	-5%	-7%	13%	11%	1%	33%[activator]	-9%	0.1
45	O=C(CNC(=O)c1ccccc1Br)NCCSc1ccc(Br)cc1	3%	·	·	?	1%	·	-8%	-10%	-0.5
46	CCOC(=O)c1c(C)[nH]c(C)c1S(=O)(=O)N(C)CC(=O)Nc1ccc(C)cn1	9%	1%	-7%	13%	-10%	29%	24%	-1%	0.3

A portion of the library; the hit share may differ from the screen's.
